# Bioassay records (PubChem)
# Abeta rescue: qHTS for compounds that reverse cellular toxicity of Amyloid beta (A-beta) peptide in yeast: Primary Screen | yeast expressing A-beta42, growth rescue, OD600, 48 h; response scale: 0% DMSO, 100% iron-clioquinol control | Potency, µM (highest dose often 46.1 µM), without a hit: top-dose growth rescue, hits mostly activators | 410,000 compounds, 0.063% hits | AID 1347071, 2019; also: potency is read from the fitted curve at half-maximal effect; nearly all actives have a fitted effect of over 55% in size
#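 Yeast growth medium received pinned compounds, then yeast cells expressing toxic A-beta were added; plates incubated at 30 C for 48 hr. Growth read as absorbance at 600 nm, normalized to DMSO and equimolar FeCl3 plus clioquinol controls.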
# TDP43 rescue: qHTS of TDP-43 Inhibitors. 410,000 compounds, 1.8% hits. Potency, µM (doses to about 46.1 µM), for inactives: at the top dose growth rescue (activation), usual class: activators. TDP-43 expressing yeast growth rescue, BacTiter-Glo, 24 h; also: potency is read from the fitted curve at half-maximal effect; % of control where 0% means no effect; nearly all actives have a fitted effect of over 50% in size
#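 Yeast expressing TDP-43 (pregrown in raffinose, seeded at OD600=0.02 in galactose medium) exposed to compounds 24 hr at 30 deg C. Growth read by BacTiter-Glo luminescence; rescue of toxicity appears as increased signal.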
# FUS yeast rescue: qHTS for Suppressors of FUS Proteinopathy: Primary screen using FUS-linked yeast assay. AID 1347120, 2019. 390,000 compounds, 0.24% hits. S. cerevisiae FUS-expressing, growth rescue, OD600, 24 h. Potency, µM (top dose mostly 76.6 µM), inactives show at the highest dose growth rescue (activation), most hits filed as activators;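 also: potency is read from the fitted curve at half-maximal effect; plate controls were DMSO vehicle for no effect and reference control for full effect; nearly all actives have a fitted effect of over 55% in size; some results filed as inactive show a strong effect at the top dose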
#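 Absorbance at 600 nm, taken 24hr after compound addition, measured rescue of FUS-yeast growth at 30C. Induction used 2% galactose with seeding at OD 0.005. Controls: CP55940 from 92uM final, DMSO only.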
# EPAC2 agonist: qHTS for Agonist of cAMP-regulated guanine nucleotide exchange factor 4 (EPAC2): primary screen. EPAC2 activation, biochemical qHTS; response scale: 100% = 6.5 mM cAMP response. AID 720711, 2013. Rap guanine nucleotide exchange factor 4 (Homo sapiens), Q8WZA2. 360,000 compounds, 0.079% hits. Potency, µM (top dose mostly 154 µM), for the others: top-dose activation, most hits filed as activators; also: potency is read from the fitted curve at half-maximal effect; nearly all actives have a fitted effect of over 50% in size
# Target sequence (Q8WZA2 whole entry, looked up): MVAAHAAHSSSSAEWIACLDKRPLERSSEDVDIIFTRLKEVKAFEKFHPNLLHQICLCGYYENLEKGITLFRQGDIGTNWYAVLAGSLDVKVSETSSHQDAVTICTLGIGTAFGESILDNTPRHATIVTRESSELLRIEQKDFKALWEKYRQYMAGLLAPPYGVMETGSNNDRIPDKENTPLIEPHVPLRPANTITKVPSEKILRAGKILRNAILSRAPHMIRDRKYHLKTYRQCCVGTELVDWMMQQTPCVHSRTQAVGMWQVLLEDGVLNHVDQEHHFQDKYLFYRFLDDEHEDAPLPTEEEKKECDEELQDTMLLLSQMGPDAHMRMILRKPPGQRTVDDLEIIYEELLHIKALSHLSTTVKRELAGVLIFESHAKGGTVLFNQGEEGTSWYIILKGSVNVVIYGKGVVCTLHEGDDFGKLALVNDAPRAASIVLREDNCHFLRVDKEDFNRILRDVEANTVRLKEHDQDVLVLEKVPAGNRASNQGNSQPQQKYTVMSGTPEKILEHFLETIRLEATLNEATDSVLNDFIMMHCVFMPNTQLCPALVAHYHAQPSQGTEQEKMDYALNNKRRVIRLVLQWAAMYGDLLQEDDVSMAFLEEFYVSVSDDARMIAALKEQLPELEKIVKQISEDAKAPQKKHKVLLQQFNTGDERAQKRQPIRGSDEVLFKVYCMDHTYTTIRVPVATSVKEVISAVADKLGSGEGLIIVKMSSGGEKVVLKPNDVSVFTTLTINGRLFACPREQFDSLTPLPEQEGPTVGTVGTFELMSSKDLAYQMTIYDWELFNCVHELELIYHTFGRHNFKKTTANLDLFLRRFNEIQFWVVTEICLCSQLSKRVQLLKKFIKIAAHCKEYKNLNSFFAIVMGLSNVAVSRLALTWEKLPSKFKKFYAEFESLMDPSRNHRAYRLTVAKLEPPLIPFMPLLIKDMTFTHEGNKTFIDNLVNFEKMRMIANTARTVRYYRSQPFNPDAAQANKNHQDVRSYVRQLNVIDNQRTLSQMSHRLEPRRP
#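 Fluorescence exchange assay: 100 nM EPAC2 with 250 nM RAP1B-BODIPY-GDP and 50 uM GDP; compounds tested as a concentration-titration series (qHTS). Loss of Rap1-bound BODIPY-GDP fluorescence read at 480/540 nm; data normalized to 6.5 mM cAMP.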
# DRD3 agonist: qHTS of D3 Dopamine Receptor Agonist: qHTS; max activation, %; 410,000 compounds, 0.58% hits; D3R DiscoveRx beta-arrestin cells, luminescence, 90 min; D(3) dopamine receptor (Homo sapiens), P35462; in the data active = max activation above about 30%; also: 0% is about no effect; mostly tested at two doses, the higher about 12 µM
#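 Agonist-mode cell screen: cells plated at 1500/well and incubated overnight at 37 °C, then exposed to library compounds for 90 min at 37 °C. Detection reagent was added for 30–60 min at room temperature, and luminescence was read.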
# EPAC2 antag: qHTS for Antagonist of cAMP-regulated guanine nucleotide exchange factor 2 (EPAC2): primary screen | Rap guanine nucleotide exchange factor 4 (Homo sapiens), Q8WZA2 | 360,000 compounds, 0.18% hits | EPAC2 GEF exchange of Rap1B-BODIPY-GDP, fluorescence | AID 720708, 2013 | Potency, µM (highest dose often 114 µM), for the others: at the highest dose activity, negative = inhibition, hits mostly inhibitors; also: potency is read from the fitted curve at half-maximal effect; % is scaled to controls: 0 for no effect and ±100 for the full control effect; nearly all actives have a fitted effect of over 45% in size; many of its hits are not listed in these tables
# DRD3 antagonist: qHTS of D3 Dopamine Receptor Antagonist: qHTS; D3R cells, DiscoveRx beta-arrestin luminescence, antagonist mode; hits give low values; max response, negative = inhibition, %; 360,000 compounds, 2.5% hits; D(3) dopamine receptor (Homo sapiens), P35462; in the data active = max response below about -50%; inconclusive = no clear call, values can overlap the other calls; also: % is scaled to controls: 0 for no effect and ±100 for the full control effect; mostly tested at two doses, the higher about 12 µM
#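 Cells plated overnight at 1500 cells/well, then exposed to library compounds with dopamine controls for 90 minutes at 37 degrees C. DiscoveRx reagent added for 30–60 minutes at room temperature; luminescence read, quantitative HTS format.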
# aSyn yeast inh: qHTS of alpha-syn Inhibitors | Yeast expressing alpha-synuclein, growth rescue, BacTiter-Glo, 24 h | Potency, µM (highest dose often 46.1 µM), for inactives: at the top dose growth rescue (activation), hits mostly activators | 370,000 compounds, 0.14% hits | AID 652106, 2013; also: potency is read from the fitted curve at half-maximal effect; % of control where 0% means no effect; nearly all actives have a fitted effect of over 65% in size
#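 Rescue of yeast growth: cells expressing toxic alpha-synuclein, induced in galactose at OD600 0.02, incubated with compound 24 h at 30 C. ATP luminescence quantified growth; inhibitors of toxicity appear as activators.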
# * marks the source's active call; other numbers are inactive results; u = inconclusive; x = no result given; & = joins results of further samples; [ ] = remark or other dose. Unless noted, calls follow the shape of the dose curve; as a rule, active = well fitted curve in the direction sought with a large enough effect; inconclusive = small, poorly fitted or top-dose-only effect, or another doubt; inactive = no such curve, though single readings can be large; an effect the other way counts as inactive or inconclusive.
SMILES,EPAC2 antag,TDP43 rescue,aSyn yeast inh,EPAC2 agonist,DRD3 antagonist,Abeta rescue,DRD3 agonist,FUS yeast rescue
COc1ccc(COC(=O)c2nc3nc(C)cc(C)n3n2)cc1F,-6%,24%,1%,-4%,1,11%,1,15%
COc1ccc(NC(=O)CN2CCN(Cc3ccccc3)S2(=O)=O)c(OC)c1,x,13%,x,x,x,-19%,2,5%
CCCCNC(=O)/C=C/c1cccs1,4%,12%,0%,4%,-30,9%,-1,x
CCSc1nc(O)c(Cc2ccccc2)c(=O)[nH]1,-1%,4%,11%,3%,-4,5%,-2,-3%
O=[N+]([O-])c1cc(S(=O)(=O)N2CCCCC2)ccc1NCCN1CCOCC1,-10%,5%,-3%,11%,-9,15%,0,-2%
O=[N+]([O-])c1ccccc1CN1CCN(S(=O)(=O)Cc2ccccc2)CC1,-8%,-4%,-5%,15%,-23,-2%,-8,16%
CC1Sc2ccc(S(=O)(=O)CCC(=O)N(C)Cc3ccccc3)cc2NC1=O (stereo not given),1%,20%,0%,-8%,0,3%,3,16%
COC(=O)C(NC(=O)c1ccccc1)=C1CCCCC1,5%,12%,0%,-15%,-21,20%,6,-14%
COc1ccc(S(=O)(=O)N2CCN(c3ncccn3)CC2)cc1OC,3%,11%,6%,6%,12,2%,1,2%
O=C1C(=O)N(Cc2ccncc2)C(c2cccc(O)c2)/C1=C(\O)c1ccc2c(c1)OCCO2 (stereo not given),-1%,7%,3%,4%,3,19%,-3,19%
CCOC(=O)c1c(C)[nH]c(N=Nc2ccc(C)cc2C)c1C,-10%,8%,-7%,0%,0,11%,2,4%
COc1cc2c(cc1[N+](=O)[O-])-c1ccccc1C2,16%,16%,-7%,8%,6,u,6,2%
Cc1nc2scc(-c3ccc(C(C)(C)C)cc3)c2c(=O)n1N,2%,-7%,-1%,6%,55,-20%,31*,7%
Brc1ccccc1OCCCCN1CCCCC1,20%,-7%,1%,8%,-97*,7%,-16,-22%
COc1cccc(CNC(=O)c2ccc(CS(=O)c3ccccc3)o2)c1 (stereo not given),1%,1%&11%,4%,6%,13,5%&3%,-13&1,10%&-16%
COc1ccc(C2CC(c3ccccc3)=NN2S(=O)(=O)c2ccc(C)cc2)c(OC)c1 (stereo not given),7%,7%,11%,7%,7,19%,4,-4%
COc1ccc([N+](=O)[O-])cc1NS(=O)(=O)c1cccc(C(=O)O)c1,11%,-25%,-5%,-1%,-29,-5%,-22,20%
CCCCOc1ccc(C(=O)N2CCCC2)cc1,0%,-6%,0%,9%,-16,-3%,11,13%
COc1ccc(-c2nc3ccccc3c(=O)n2CCc2ccc(O)cc2)cc1,-10%,15%,-2%,6%,20,-2%,2,-10%
COc1ccc(/C=C/C(=O)Nc2ccc(Cl)c(Cl)c2)cc1OC,x,25%,x,x,x,-6%,-9,11%

# Record cards, from the list above. Order of values: EPAC2 antag, TDP43 rescue, aSyn yeast inh, EPAC2 agonist, DRD3 antagonist, Abeta rescue, DRD3 agonist, FUS yeast rescue
# CC1Sc2ccc(S(=O)(=O)CCC(=O)N(C)Cc3ccccc3)cc2NC1=O (stereo not given) reads 1%, 20%, 0%, -8%, 0, 3%, 3, 16%
# COc1ccc(-c2nc3ccccc3c(=O)n2CCc2ccc(O)cc2)cc1 reads -10%, 15%, -2%, 6%, 20, -2%, 2, -10%

# New compounds follow
SMILES,EPAC2 antag,TDP43 rescue,aSyn yeast inh,EPAC2 agonist,DRD3 antagonist,Abeta rescue,DRD3 agonist,FUS yeast rescue
C(=N/Nc1cc(N2CCOCC2)nc(N2CCOCC2)n1)/c1ccccc1,5%,3%,1%,17%,-4,u,10,13%
CC(=O)Oc1ccc2nc(CN3C(=O)c4ccc([N+](=O)[O-])cc4C3=O)oc(=O)c2c1,5%,5%,3%,-3%,1,14%,2,14%
C[C@H](NS(=O)(=O)OCC(Cl)(Cl)Cl)C1CC1c1ccccc1 (stereo not given in full),u,22µM*,-4%,11%,-8,-3%,-10,-15%
O=C(NCc1ccccc1)c1cnc2n(c1=O)CCS2,-17%,-12%,-1%,7%,-4,4%,-5,18%
CCOC(=O)c1ccc(Nc2c(-c3ccc(O)cc3)nc3nc[nH]n23)cc1,x,0%,x,x,x,-4%,8,12%
Nc1cc2c([N+](=O)[O-])cccc2o1,-4%,-6%,1%,-10%,-3,-2%,-14,-7%
CCCCCCCCN1[C@@H](CC(=O)OC)c2cc(C(F)(F)F)ccc2S1(=O)=O,-17%,-9%,-9%,-4%,u,-17%,-9,9%
COc1ccc(C(=O)Nc2cccc3c2CCCC3)c(OC)c1,0%,6%,2%,6%,1,13%,6,-16%
O=C(CCOc1ccccc1)N1CCCC(Nc2ccccc2)C1 (stereo not given),-9%,16%,11%,9%,19,1%,-3,15%
COc1ccc(Cn2c(=O)c3c(nc(NCCO)n3C)n(C)c2=O)cc1,-1%,-16%,-20%,0%[15.6 µM],-4,-8%,-17,14%
N#Cc1cccnc1N1CCN(C(=O)c2cccc3c2C(=O)c2ccc(Cl)cc2S3(=O)=O)CC1,-3%,-1%,12%,7%,-15,-13%,-18,u
O=C(OCc1ccc(Br)cc1)c1ccncc1,-7%[57.1 µM],7%,6%,10%,-3,-25%,-2,-22%
Clc1ccc(-c2ccc(C=Nc3ccc(N4CCOCC4)cc3)o2)cc1,6%,9%,-8%,12%,5,-26%,14,-25%
COC(=O)c1ccc(NC(=O)CCN2C(=O)CSC2=O)cc1,-1%,-7%[9.22 µM],-4%,6%,3,12%,0,14%
Cc1ccc(C(=O)NC(=O)CSc2nncn2C)cc1,4%,-14%,-1%,13%,-5,8%,-5,5%
COc1ccc2c(O)c(-c3c(C)cc(C)cc3C)c(=O)[nH]c2c1,-8%,-1%,2%,17%,-11,-7%,-8,6%
Cc1ccc(SCc2c(C(=O)N/N=C/C3CC=CCC3)nnn2-c2nonc2N)cc1 (stereo not given),-5%,-13%,2%,3%,u,-16%,-12,0%
CCn1c(SCC(=O)n2c(C)c(C)c3ccccc32)nnc1-c1ccco1,-7%,-7%,1%,-3%,6,-4%,-7,10%
CC(=O)Nc1ccc(C(=O)OCc2ccc(F)cc2)cc1,-17%,21%,-25%,3%,-11,13%,-6,2%
CC1CCC/C=C/C(=O)c2c(O)cc(O)cc2CC(=O)O1 (stereo not given),5%,u,6%,1%,-89*,-36%[inhibitor],-51,10%

# Going on with the list.
SMILES,EPAC2 antag,TDP43 rescue,aSyn yeast inh,EPAC2 agonist,DRD3 antagonist,Abeta rescue,DRD3 agonist,FUS yeast rescue
Cc1ccc(CN2[C@@H]3c4ccccc4C[C@@H]3OCCS2(=O)=O)cc1,12%,21%,3%,17%,0,-17%,0,17%
Cc1ccc(-n2nnc3c(=O)n(CC(=O)NCC4CCCO4)cnc32)cc1 (stereo not given),14%,-20%,-7%,1%,3,-5%,1,14%
Cn1c(CC(=O)Nc2ccccc2Cl)nnc1SCC(=O)NC1=NCCS1,0%,-17%,0%,0%,1,3%,-2,-12%
Cc1ccc(C(=O)c2sc(Nc3ccc(F)cc3)nc2N)c(C)c1,x,u,x,x,x,4%,-21,u
Cc1noc(C)c1COC(=O)c1ccccc1Sc1ccccc1C#N,0%,u,11%,9%,-18,-18%,4,26%
COc1ccc(CC(=O)NCCc2csc(-c3cccc(F)c3)n2)cc1OC,x,11%,x,x,x,-6%,1,-2%
CCC/S(CC1CC1(Cl)Cl)=N\S(=O)(=O)c1ccc(C)cc1 (stereo not given),-3%,-13%,-4%,5%,27,-1%,-11,21%
Nc1nnc(COc2ccccc2)s1,12%,-18%,-9%,8%,0,-18%,-4,u
O=S(=O)(Nc1ccc(N2CCCCC2)cc1)c1ccc(F)cc1,0%,7%,-3%,11%,8,-8%,7,-8%
Cc1ccc(Nc2nc(CSc3nnc(-c4ccccc4)n3C)cs2)cc1,-10%,18µM*,10%,19%,4,-5%,1,30%
CCn1c(CCNC(=O)c2ccc(F)cc2)nc2ccccc21,-14%,5%,-1%,-13%,22,-1%,-8,-24%
O=C(Nc1ccc2c(c1)OCCO2)C(C1CC1)N1CCN(C/C=C/c2ccccc2)CC1 (stereo not given),13%,16%,-9%,10%,-59*,-10%,-5,-16%
CC(=O)Nc1ccc(S(=O)(=O)NCC2CCC(C(=O)NCCCN3CCCC3=O)CC2)cc1 (stereo not given),-2%,-4%,-1%,0%,28,-1%,0,6%
Cc1ccc2nc(-c3cccc(Br)c3)c(Cc3ccccc3)n2c1,0%,u,12%,9%,0,-10%,-10,18%
COc1ccc(C(=O)OCC(=O)c2ccco2)cc1[N+](=O)[O-],-5%,u,1%,8%,-13,-7%,-1,1%
Cc1c(C(=O)NCC(C)(C)N2CCOCC2)oc2ccccc12,4%,-5%,-5%,4%,1,-12%,-3,-6%
COc1ccc(S(=O)(=O)N2CCN(Cc3cccc(Cl)c3)CC2)cc1,-6%,2%,6%,0%[15.6 µM],u,20%,-15,-4%
COc1ccc(-c2cc(C(=O)NC(Cc3c[nH]c4ccccc34)C(=O)O)c(C)o2)cc1OC (stereo not given),-5%,2%,-7%,-4%,-14,4%,-7,x
COc1ccc(CCNC(=O)C2CCN(S(C)(=O)=O)CC2)cc1OC,8%,-10%,2%,0%,7,16%,8,12%
CC(=O)Nn1cc2c(c1-c1ccccc1)c(=O)n(C)c(=O)n2C,-2%,18%,10%,8%,21,-12%,18,9%
COC(=O)[C@]1(C)N[C@H](CN(C)C(=O)Nc2ccc(OC)cc2)[C@@H]2C(=O)N(Cc3ccccc3)C(=O)[C@@H]21,-7%,12%,1%,2%,19,7%,34*,-12%
Cn1c(Cn2c3ccccc3c3ccccc32)n[nH]c1=S,-6%,4%,0%,-3%,-20,3%,4,3%
O=C(NCc1ccc(F)cc1)C(c1ccccc1)N(C(=O)c1csnn1)C1CC1 (stereo not given),-5%,-1%,7%,6%,-11,8%,-7,9%

# A portion of the library. The share of hits here may be higher or lower than overall.
